Source: PubChem (University of Pittsburgh Molecular Library Screening Center)
MT stabilizer: stabilizes microtubules in HeLa cells | HeLa tubulin immunostaining HCS, 24 h; share of cells brighter than vehicle mean+2SD | AID 2205 | 0.83% of 200,000 active | % tubulin-high responders, % at 10 µM;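 active = plate Z-score above 3 for both tubulin-high and condensed-nucleus cell shares, with cell loss under 80%, at 10 µM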;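 also: anti alpha tubulin signal scored within the nucleus-defined area of each cell; some results filed as inactive read as strong as hits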
Dynein transport: dynein cargo transport inhibition; 3617.4 mouse cells, GR-EGFP nuclear translocation imaging; test concentration mostly 20 µM; stimulated with dexamethasone, 1 µM; active compounds read low; z-score, hits read low; 0.47% of 220,000 active;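 active = plate z-score of nuclear minus cytoplasmic receptor signal below a set negative limit, without overly bright fluorescence or cell loss, cut at about -3.5 in these data, passing the limit was not always enough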;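 also: z-score of nuclear minus cytoplasmic ring GR-EGFP intensity difference per well; some compounds called inactive have numbers as strong as hits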
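Also added: dexamethasone, 1.0 µM final. Medium: tet-free, stripped-serum medium. Detection: fixed, Hoechst-stained cells imaged at 10x for EGFP. Read-out: nuclear-to-cytoplasmic GR-EGFP distribution per well. Times: induction 48 h, compound 1 h, agonist 30 min.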
Autophagy mod: modulators of autophagy. calls only at 10 µM (by protocol). 0.98% of 190,000 active. MEF GFP-LC3 puncta imaging; test concentration mostly 10 µM;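 active = percentage of spot-positive cells more than 3 SD above its plate mean, without a fluorescence outlier flag or 80% toxicity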;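 also: spot-positive cell cutoff set from DMSO-treated cells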
Dynein transport cytoplasmic EGFP: recorded beside Dynein transport, whose call it bears; z-score; measured here: cytoplasmic GR-EGFP intensity; active compounds read high
Dynein transport nuclear GR-EGFP: recorded beside Dynein transport, whose call it bears; z-score; measured here: nuclear GR-EGFP intensity;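 lower value marks the stronger effect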
Dynein transport cell count: recorded beside Dynein transport, whose call it bears; z-score; measured here: cell count per field
MT stabilizer Hoechst-high %: further read-out of MT stabilizer, marked with its call; % Hoechst-high responders; measured here: nuclear condensation Hoechst responders;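 share of cells brighter than vehicle mean plus two SD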
MT stabilizer cytotoxicity %: further read-out of MT stabilizer, marked with its call; toxicity, %; measured here: cytotoxicity by cell density;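 0% = mean cell density of plate MIN control wells and 100% = no cells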
Autophagy mod cell loss 18 h: also measured in Autophagy mod; calls as there; toxicity, %; measured here: cell loss, nuclei count;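 cell loss after 18 h compound exposure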
* marks the source's active call; other numbers are inactive results; i = inactive; + = active, no number.

#	Compound	Autophagy mod cell loss 18 h	Dynein transport cell count	Dynein transport	Dynein transport cytoplasmic EGFP	MT stabilizer
1	Cc1ccc2nc(-c3ccc(NC(=S)NCCC(C)C)cc3)sc2c1	20	0.54	0.15	-0.097	3.8
2	COc1ccc(Cc2nnc3n2N=C(c2cc4ccccc4o2)CS3)cc1OC	-3	-0.71	-1.3	-0.098	3.3
3	Cc1c(NC(=O)Cn2cnc3c(=O)n(C)c(=O)n(C)c32)cccc1-c1nc2ccccc2o1	12	0.72	-1.1	0.41	5.9
4	CCOC(=O)C1=C(O)/C(=C/c2ccc(C)o2)SC1=NC(=O)c1ccccc1C	-2	0.29	-1.4	1.3	5.6
5	CCc1ccc(CNC(=O)C(=O)NCCc2ccc(OC)c(OC)c2)cc1	-32	0.3	0.25	-0.21	4.4
6	O=C(NC(=S)Nc1ccc(N2CCCCC2)c(Cl)c1)c1cccs1	5	-1.6	0.7	-0.05	1.6
7	Cn1c(=O)c2c(nc(CN3CCCCC3)n2CCCc2ccccc2)n(C)c1=O	-7	1.4	-1.1	-0.25	3.9
8	CC1(C)CC2(CCO1)N1CC3(C)CN2CC(C)(C1)C3=O (configuration not stated)	-2	-0.43	0.67	-0.17	3.3

#	MT stabilizer Hoechst-high %	MT stabilizer cytotoxicity %	Autophagy mod	Dynein transport nuclear GR-EGFP
1	1.7	6.8	i	-0.21
2	1.4	2.3	i	-0.54
3	1.4	8.3	i	-0.13
4	3.1	7.6	i	-0.34
5	1.7	6.7	i	-0.019
6	1.6	11	i	0.62
7	3.2	6.4	i	-0.4
8	3.3	4.9	i	0.24

(list continues)
#	Compound	Autophagy mod cell loss 18 h	Dynein transport cell count	Dynein transport	Dynein transport cytoplasmic EGFP	MT stabilizer
9	Nc1nc(NCc2cccs2)nn1-c1ccccc1	-5	-0.5	-0.28	-0.25	2.0
10	Cc1nc(NC2=NCN(CCc3ccccc3)CN2)nc2c(C)cccc12	-7	-0.26	-0.98	-0.23	4.4
11	COc1ccc(-c2nnc(SCC(=O)N3CCCC3)o2)cc1OC	22	-0.39	0.15	-0.26	1.7
12	Cc1nnc(SCCn2c(N3CCCCC3)nc3c2c(=O)n(C)c(=O)n3C)s1	-7	0.71	0.16	-0.16	4.1
13	O=C(COc1nnc2ccccn12)N1CCN(S(=O)(=O)c2ccccc2)CC1	-9	0.52	-0.48	-0.25	0.7
14	CC(/C=C/c1ccc2c(c1)OCO2)=N/NC(=O)CNc1ccc(C)cc1	-1	0.52	-1.3	-0.068	0.6
15	CN(C)c1ccc(/C=C2\C(=O)N(c3ccc([N+](=O)[O-])cc3)N=C2N2CCOCC2)cc1	-3	0.38	-0.23	-0.24	4.1
16	CC1Cn2c(nnc2-c2cccs2)S1 (configuration not stated)	-1	1.1	0.42	0.42	3.1

#	MT stabilizer Hoechst-high %	MT stabilizer cytotoxicity %	Autophagy mod	Dynein transport nuclear GR-EGFP
9	2.6	2.6	i	-0.25
10	1.3	3.8	i	-0.41
11	2.2	9.0	i	-0.095
12	2.1	5.6	i	0.52
13	0.5	32	i	0.023
14	1.8	6.8	i	-0.57
15	2.1	4.2	i	-0.3
16	2.2	25	i	0.57

Next structures:
#	Compound	Autophagy mod cell loss 18 h	Dynein transport cell count	Dynein transport	Dynein transport cytoplasmic EGFP	MT stabilizer
17	CC1C2=C(CCCC2=O)N(c2cccc3ccccc23)C2=C1C(=O)CCC2	-9	0.49	-0.74	-0.27	2.2
18	COc1ccc(CNC(=O)c2cc3c(=O)n4ccccc4nc3n(Cc3ccco3)c2=N)cc1	-5	-0.6	-1.9	0.24	1.9
19	CCOc1ccc(S(=O)(=O)Nc2cccc(Cl)c2)cc1	13	-0.071	-0.18	-0.16	33
20	CC(C)Cn1c(=O)c(C2=NS(=O)(=O)c3ccccc3N2)c(O)c2ccccc21	3	0.092	-0.63	-0.3	1.0
21	COc1ccc(C(=O)N(Cc2ccco2)Cc2cc3cc(C)ccc3[nH]c2=O)cc1OC	-8	0.33	0.35	-0.21	2.0
22	CCOC(=O)C1CCN(C(c2cc3cc(C)cc(C)c3[nH]c2=O)c2nnnn2C2CCCCC2)CC1 (configuration not stated)	24*	-2.2	2.4	0.29	2.1
23	CC(=O)c1c(C(C)=O)c(C)n(CCCCn2c(C)c(C(C)=O)c(C(C)=O)c2C)c1C	14	-1.1	0.64	-0.24	3.5
24	CC(C)n1c(SCC(=O)N2c3ccccc3CCc3ccccc32)nc2c1c(=O)n(C)c(=O)n2C	1	-0.032	0.15	-0.22	4.7

#	MT stabilizer Hoechst-high %	MT stabilizer cytotoxicity %	Autophagy mod	Dynein transport nuclear GR-EGFP
17	2.5	5.0	i	-0.33
18	2.3	4.7	i	-0.85
19	13	42	i	-0.74
20	2.2	39	i	-0.063
21	3.0	18	i	0.6
22	1.8	5.4	+	1.4
23	2.9	4.9	i	0.76
24	1.6	2.6	i	-0.031

Only Dynein transport, Autophagy mod and MT stabilizer, for some of the entries so far:
| cpd | SMILES | Dynein transport | Autophagy mod | MT stabilizer |
| --- | --- | --- | --- | --- |
| 17 | CC1C2=C(CCCC2=O)N(c2cccc3ccccc23)C2=C1C(=O)CCC2 | -0.74 | i | 2.2 |
| 18 | COc1ccc(CNC(=O)c2cc3c(=O)n4ccccc4nc3n(Cc3ccco3)c2=N)cc1 | -1.9 | i | 1.9 |
| 19 | CCOc1ccc(S(=O)(=O)Nc2cccc(Cl)c2)cc1 | -0.18 | i | 33 |
| 20 | CC(C)Cn1c(=O)c(C2=NS(=O)(=O)c3ccccc3N2)c(O)c2ccccc21 | -0.63 | i | 1.0 |
| 21 | COc1ccc(C(=O)N(Cc2ccco2)Cc2cc3cc(C)ccc3[nH]c2=O)cc1OC | 0.35 | i | 2.0 |

(further entries)
#	Compound	Autophagy mod cell loss 18 h	Dynein transport cell count	Dynein transport	Dynein transport cytoplasmic EGFP	MT stabilizer
25	CC(C)(NC(=O)N1CCOCC1)c1cccc(C(C)(C)NC(=O)N2CCOCC2)c1	7	0.31	-1.2	-0.22	3.6
26	Cc1ccc(C(C(=O)NC(C)(C)C)N(Cc2ccco2)C(=O)CCC(=O)Nc2nccs2)cc1 (configuration not stated)	-10	-0.76	-1.1	-0.12	2.8
27	CCOC(=O)c1ccc2[nH]c(C)c(CN3CCN(C)CC3)c(=O)c2c1	13	0.87	-0.68	-0.25	2.3
28	COc1ccc(N=CC2=C(Nc3ccc(OC)cc3)c3c(C)nn(-c4ccccn4)c3CC2)cc1	-9	-2.4	-4.3	5.1	3.7

#	MT stabilizer Hoechst-high %	MT stabilizer cytotoxicity %	Autophagy mod	Dynein transport nuclear GR-EGFP
25	2.0	3.0	i	-0.81
26	1.7	11	i	-0.57
27	2.6	8.8	i	-0.29
28	1.2	4.7	i	-1.5

6 neighbouring records already listed:
#	Compound	Autophagy mod cell loss 18 h	Dynein transport cell count	Dynein transport	Dynein transport cytoplasmic EGFP	MT stabilizer
20	CC(C)Cn1c(=O)c(C2=NS(=O)(=O)c3ccccc3N2)c(O)c2ccccc21	3	0.092	-0.63	-0.3	1.0
21	COc1ccc(C(=O)N(Cc2ccco2)Cc2cc3cc(C)ccc3[nH]c2=O)cc1OC	-8	0.33	0.35	-0.21	2.0
22	CCOC(=O)C1CCN(C(c2cc3cc(C)cc(C)c3[nH]c2=O)c2nnnn2C2CCCCC2)CC1 (configuration not stated)	24*	-2.2	2.4	0.29	2.1
23	CC(=O)c1c(C(C)=O)c(C)n(CCCCn2c(C)c(C(C)=O)c(C(C)=O)c2C)c1C	14	-1.1	0.64	-0.24	3.5
24	CC(C)n1c(SCC(=O)N2c3ccccc3CCc3ccccc32)nc2c1c(=O)n(C)c(=O)n2C	1	-0.032	0.15	-0.22	4.7
25	CC(C)(NC(=O)N1CCOCC1)c1cccc(C(C)(C)NC(=O)N2CCOCC2)c1	7	0.31	-1.2	-0.22	3.6

#	MT stabilizer Hoechst-high %	MT stabilizer cytotoxicity %	Autophagy mod	Dynein transport nuclear GR-EGFP
20	2.2	39	i	-0.063
21	3.0	18	i	0.6
22	1.8	5.4	+	1.4
23	2.9	4.9	i	0.76
24	1.6	2.6	i	-0.031
25	2.0	3.0	i	-0.81

These rows are one share of the data (hit frequency here may not be typical).
